NPY2 pot ag: NPY-Y2 potentiators or agonists, primary screen, cell-based | 220,000 compounds, 0.45% hits | AID 1359, 2008 | Neuropeptide Y receptor type 2 (Homo sapiens), P49146 | cells expressing NPY-Y2, potentiator/agonist read-out | activation, % at 3.6 µM; in the data active means activation above about 27%;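 further: cells stimulated with NPY near EC25 plus isoproterenol at EC100; 0% = vehicle plus submaximal agonist and 100% = vehicle plus saturating agonist; some results beyond the cut were filed as inactive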
eIF4E 4G PPI: eIF4E–eIF4G protein interaction inhibitors, primary screen, biochemical, uHTS, TR-FRET, eIF4GI fragment; Eukaryotic translation initiation factor 4E (Mus musculus) + Eukaryotic translation …; TR-FRET eIF4E-eIF4GI(517-606) binding, 2 h; inhibition, % at 21.7 µM; 220,000 compounds, 0.37% hits; AID 782, 2007;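 active means inhibition above about 30%, limit read from the data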;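 further: 0% = full FRET control wells and 100% = background wells lacking eIF4GI fragment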
S1P4 ag: S1P4 receptor agonists, primary screen, cell-based | 220,000 compounds, 0.35% hits | activation, % at 4.98 µM | S1P4-expressing cell line, agonist reporter assay | AID 1509, 2009 | Sphingosine 1-phosphate receptor 4 (Homo sapiens), O95977; in the data active means activation above about 11%;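 further: 0% = DMSO vehicle and 100% = reference agonist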
Target sequence (O95977 whole entry, looked up): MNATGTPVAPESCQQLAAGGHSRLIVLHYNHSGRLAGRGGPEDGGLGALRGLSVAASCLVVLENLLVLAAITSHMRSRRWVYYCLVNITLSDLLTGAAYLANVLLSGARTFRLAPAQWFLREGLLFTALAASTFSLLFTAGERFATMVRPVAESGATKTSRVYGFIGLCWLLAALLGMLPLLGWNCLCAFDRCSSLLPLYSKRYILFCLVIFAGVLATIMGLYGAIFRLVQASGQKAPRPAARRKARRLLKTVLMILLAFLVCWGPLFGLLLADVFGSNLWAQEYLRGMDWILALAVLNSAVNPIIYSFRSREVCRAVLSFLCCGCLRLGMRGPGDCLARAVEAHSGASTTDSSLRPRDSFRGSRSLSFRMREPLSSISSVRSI
Ba/F3 V617F tox: reduced viability of JAK2V617F-dependent Ba/F3 cells, primary screen, JAK2V617F inhibitor project, cell-based, Ba/F3 EpoR-JAK2V617F, luminescence; ATP luminescence; inhibition, % at 5.6 µM; 220,000 compounds, 1.1% hits; AID 1446, 2008;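 active means inhibition above the campaign mean plus 3 SD over all tested compounds, cut at about 24% in these data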;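 further: cytokine-independent growth of Ba/F3 cells driven by EpoR plus mutant JAK2; 0% = DMSO-treated cells and 100% = JAK inhibitor I control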
S1P4 antagonist: S1P4 receptor antagonists, primary screen, cell-based; inhibition, % at 4.98 µM; S1P4-expressing cells, antagonist mode, reporter read-out; 220,000 compounds, 0.26% hits; AID 1510, 2009; in the data active means inhibition above about 29%;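 further: 0% = wells stimulated with agonist and 100% = vehicle wells without agonist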
MDM2 E3 inh: MDM2-luciferase reporter signal enhancers, primary screen, MDM2 E3 ligase inhibitor project, cell-based, luminescence, 1536-well. cell-based MDM2 ubiquitination luciferase reporter, 2 h; 0 = plate control, 100 = twice control, blank-subtracted. 210,000 compounds, 0.11% hits. AID 1230, 2008. signal enhancement, % at 5 µM. E3 ubiquitin-protein ligase Mdm2 (Homo sapiens), Q00987;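 active means signal enhancement of 30% or more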;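 further: luminescence tracks abundance of the self-degrading MDM2-luciferase fusion protein; higher signal means inhibition of MDM2 E3 ligase activity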
Target sequence (Q00987 whole entry, looked up, the tested form may be a part): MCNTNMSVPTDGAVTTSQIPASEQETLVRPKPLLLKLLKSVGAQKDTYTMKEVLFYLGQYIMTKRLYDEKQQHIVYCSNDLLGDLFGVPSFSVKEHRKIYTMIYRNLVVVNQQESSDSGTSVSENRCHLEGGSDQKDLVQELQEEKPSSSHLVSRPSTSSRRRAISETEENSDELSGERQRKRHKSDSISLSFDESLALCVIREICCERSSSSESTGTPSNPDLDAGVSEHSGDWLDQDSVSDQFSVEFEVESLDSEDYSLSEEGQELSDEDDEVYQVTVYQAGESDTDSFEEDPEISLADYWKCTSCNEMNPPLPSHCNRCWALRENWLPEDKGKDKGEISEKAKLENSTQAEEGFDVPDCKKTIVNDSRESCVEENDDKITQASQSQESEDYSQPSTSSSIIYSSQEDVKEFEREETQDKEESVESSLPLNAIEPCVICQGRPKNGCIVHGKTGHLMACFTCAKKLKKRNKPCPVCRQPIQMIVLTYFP
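Material: stable MDM2–luciferase fusion reporter cells / Quantity: 2000 cells/well / Dosing: single 5 µM compound dose, 0.2% final DMSO / Buffer or medium: DMEM / Schedule: 4 h cell settling then 2 h compound exposure, 37 °C / Detection: luminescence with SteadyLite reagent, 15 min at room temperature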
BaF3 tox: parental Ba/F3 cell viability inhibition, counter-screen for JAK2V617F inhibitor project, murine pro-B, CellTiter-Glo luminescence. CellTiter-Glo ATP luminescence. inhibition, % at 5.6 µM. 220,000 compounds, 1.1% hits. AID 1486, 2009;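 active means inhibition above a per-campaign cutoff, the mean inhibition of all tested compounds plus 3 SD, cut at about 27% in these data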;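 further: 0% = DMSO wells and 100% = JAK Inhibitor I control wells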
Wee1 stabilizer: Wee1 degradation inhibitors, primary screen, cell-based, HeLa, Wee1K328M-luciferase, luminescence; Wee1-like protein kinase (Homo sapiens), P30291; HeLa Luc-Wee1K328M stability; 100% = proteasome inhibitor MG132 effect; reporter increase, % at 5 µM; 220,000 compounds, 1.2% hits;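 active means activation above the mean of all tested compounds plus 3 SD, set per screening run, cut at about 8.8% in these data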;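 further: cells exposed to compound for 20 h before luminescence read; 0% = DMSO alone and 100% = MG132 at 30 µM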
PERK inh: block of dimerizer-induced PERK translation repression, primary screen, PERK inhibitor project, CHO PERK-DD cells, SEAP luminescence, HTS; Eukaryotic translation initiation factor 2-alpha kinase 3 (Homo sapiens), Q9NZJ5; CHO PERK-DD fusion, SEAP luminescence translation reporter; inhibition, % at 5.6 µM; 220,000 compounds, 0.17% hits; AID 1416, 2008;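 active means inhibition above the mean inhibition of all tested compounds plus 3 SD, set separately per screening campaign, cut at about 2.9% in these data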;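 further: PERK kinase domain activated by AP20187 dimerizer at 100 nM; 0% = DMSO with dimerizer and 100% = rapamycin at 8.4 µM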
* marks the source's active call; other numbers are inactive results; . = no result given; [ ] = another dose, or the depositor's remark. This is a random part of the collection; any-hit rate near 4.1%.

SMILES | NPY2 pot ag | eIF4E 4G PPI | S1P4 ag | Ba/F3 V617F tox | S1P4 antagonist | MDM2 E3 inh | BaF3 tox | Wee1 stabilizer | PERK inh
CCOC(=O)c1c(NC(=O)CSc2nnc(-c3ccco3)o2)sc(C(C)=O)c1C | 7 | -11 | 0.4 | 0 | 15 | -1 | 1 | -1 | 0.1
CC(C)(C)NC(=O)NC(=O)COC(=O)Cn1cnc2ccccc2c1=O | 3 | 1 | 3.1 | 0 | -16 | 2 | 6 | 1 | 1.3
Cc1ccc(NC(=S)NCCc2c[nH]c3ccccc23)c(C)c1 | -27 | 1 | -1.6 | 6 | 3 | -11 | -4 | 4 | -0.1
COc1cc(Br)cc(CNc2ccc(F)c([N+](=O)[O-])c2)c1O | -11 | 7 | -1.7 | 1 | 2 | -2 | 0 | 1 | 1.3
Cc1c(Cl)cccc1NC(=O)c1ncn[nH]1 | 3 | -2 | -0.5 | -3 | -11 | . | -4 | 0 | 0.1
O=C(COC(=O)c1ccc(Cl)c(S(=O)(=O)N2CCCCC2)c1)NCc1ccco1 | -7 | 7 | -0.8 | 3 | -1 | . | 14 | 1 | 0.5
CCC(c1nnnn1Cc1ccco1)N(Cc1cc2cc(C)cc(C)c2[nH]c1=O)CC1CCCO1 (centres undefined) | -2 | 6 | 0.1 | 0 | 8 | 0 | 5 | 3 | -0.1
O=C1C=C(N2CCOCC2)C2(CCCCC2)O1 | 5 | 6 | 0.9 | 3 | -8 | -13 | 4 | -1 | -0.2
COc1ccc(/C=N/n2cnc3c([nH]c4ccccc43)c2=O)cc1CO | 0 | 2 | 1.7 | 0 | -2 | 5 | 0 | -1 | -0.7
O=C(CN(C1CC1)S(=O)(=O)c1ccc(S(=O)(=O)NC2CCCCC2)cc1)Nc1ccccc1 | 11 | 5 | -0.6 | -3 | -7 | -19 | 1 | -1 | -0.5
CC(C)[C@H](NC(N)=O)C(=O)Nc1cccc([N+](=O)[O-])c1 | 0 | 1 | -0.4 | 3 | -14 | -21 | 6 | -1 | 0.5
Cc1ccccc1-n1c(SC(C)C(=O)N2CCN(C)CC2)nc2ccccc2c1=O (centres undefined) | 3 | 1 | 0.1 | 3 | -4 | -41 | 9 | 2 | -0.3
Cc1ccc(C(=O)C(OC(=O)CN2C(=O)c3ccccc3C2=O)c2ccccc2)cc1 (centres undefined) | 20 | 5 | 0.3 | -5 | -4 | 2 | -1 | 1 | -0.6
CCOC(=O)C1CCN(C(=O)CCN2C(=O)C3C4C=CC(C4)C3C2=O)CC1 (centres undefined) | -19 | -10 | 0.1 | -4 | -6 | -13 | 2 | -3 | -0.2
Cc1occc1-c1nnc(SCC(=O)c2ccc(Cl)cc2)n1C | -10 | -2 | 2.4 | 0 | -8 | -22 | 5 | 3 | -0.5
Cc1c(NC(=O)/C(=C/c2cccs2)NC(=O)c2ccccc2)c(=O)n(-c2ccccc2)n1C | -5 | 1 | -0.7 | 3 | -2 | -13 | 3 | -1 | 0.0
CN(C)c1ccc(NC(=O)CC2NCCNC2=O)cc1 (centres undefined) | -7 | 9[fluorescence artefact?] | 1.5 | -4 | -6 | -8 | 1 | 0 | 0.5
O=C(CSc1nc(-c2ccc(F)cc2)cc(C(F)(F)F)n1)Nc1ccc2c(c1)OCO2 | -9 | 1 | 0.4 | 1 | -26 | -6 | 2 | 0 | 0.5
Cc1ccc(CN(Cc2cc3cc(C)ccc3[nH]c2=O)C(=O)N2CCOCC2)cc1 | 7 | 10 | 0.6 | 5 | -5 | -1 | 1 | -1 | -1.8
CCNc1nc(Oc2ccc(=O)[nH]n2)nc(N2CCOCC2)n1 | -3 | -8 | -3.0 | -4 | -10 | -12 | -1 | 4 | 0.1
O=C(CN1CCOc2ccccc21)NCc1ccc(Cl)cc1 | -6 | 8[fluorescence artefact?] | 2.7 | -7 | 11 | . | 4 | -4 | 1.0
COc1ccc(CN2CN(C(C)C)CSC2=S)cc1 | 5 | 2[fluorescence artefact?] | 0.8 | 0 | -7 | -2 | 5 | -4 | 0.9
O=C1CSC(=S)N1/N=C/c1cccnc1 | 6 | -6 | -1.7 | 1 | -11 | -5 | -6 | -4 | -0.2
N#Cc1ccccc1CSc1nc2ccc(NC(=O)c3ccccc3C(=O)O)cc2s1 | -6 | 9 | -0.7 | 1 | 11 | 11 | 8 | 0 | 0.2
Cc1cccc(OCC(=O)N2CCN(C(=O)c3cccs3)CC2)c1 | 14 | -1 | -1.6 | -3 | -9 | -6 | -1 | -1 | 0.8
N#CC1=C(N)NC(=S)C(C(N)=O)C1c1ccc(Cl)cc1Cl (centres undefined) | -1 | 2 | -1.1 | 0 | 4 | -13 | 1 | -5 | 0.2
COc1ccc(S(=O)(=O)N2CCC(=O)N2)cc1 | 0 | 6 | -0.6 | -4 | -3 | -6 | 4 | -1 | 2.7
CCO[C@@H]1OC(C(=O)N2CCCCCCC2)=C[C@H](C2CCCCC2)[C@H]1CCCO | -9 | -1 | 2.4 | -1 | 10 | . | 2 | -1 | 0.3
Nc1ccccc1C(=O)N/N=C1/C2CN3CCN(C2)CC1(Cc1ccccc1)C3 | -14 | -3 | 2.2 | 5 | 1 | -12 | 8 | 13* | 0.6
CC(=O)c1cnc(-c2ccccc2)s1 | -12 | 3 | -1.9 | -1 | -10 | -27 | 2 | 4 | 1.8
C/C(=N/NC(=O)CNC(=O)c1ccccc1F)c1ccc2c(c1)CCCC2 | -2 | 3 | 1.2 | 3 | -8 | -9 | 5 | 0 | 0.3
CCOC(=O)c1ccc(NC(c2ccc(N(C)C)cc2)P(=O)(OC(C)C)OC(C)C)cc1 (centres undefined) | -5 | 3 | 1.4 | 4 | 7 | -10 | 8 | -2 | -0.8
COC(=O)C(N)Cc1ccc(O)cc1 (centres undefined) | 9 | 4[fluorescence artefact?] | -2.8 | -4 | 1 | -28 | 1 | -1 | 0.3
CCn1c(SCC(=O)Nc2ccc(-c3nc4ccc(C)cc4s3)cc2)nnc1-c1ccccc1 | -5 | 5 | 2.3 | 3 | -2 | -9 | 6 | 2 | 0.4
CSc1nc2ccccc2c(=O)n1N | 11 | 3 | 1.0 | -1 | -12 | -20 | 3 | 0 | 0.4
CCCN(CCC)S(=O)(=O)c1ccc(Cl)c([N+](=O)[O-])c1 | 77* | 1 | -2.1 | -4 | 52* | -28 | 0 | 2 | -0.4
CC1(C)CC(=O)C2=C(C1)OC(N)=C(C#N)C21C(=O)N2CCCc3cccc1c32 (centres undefined) | 1 | 1 | 2.3 | 3 | 5 | 18 | 2 | 5 | 0.1
CCCc1nc2c(sc3nc4c(cc32)COC(C)(C)C4)c(=O)o1 | 1 | -12 | 0.0 | -1 | -16 | -6 | -1 | 0 | 0.8
Cc1cc(C)c2c(=O)[nH]c(SCC(=O)N3CCCCC3)nc2n1 | -1 | 0 | -0.3 | 37* | -13 | -1 | 37* | 1 | 0.0
Cc1ccc(Cn2c(SCC(=O)N/N=C/c3ccccc3OCC(=O)O)nc3ccccc32)cc1 | -7 | 5 | -0.1 | 4 | 13 | 0 | -4 | 1 | -2.0
CN1CCOC(=O)/C1=N/Nc1cc(Cl)ccc1Cl | 4 | -1 | -0.1 | 0 | 6 | -21 | 4 | -1 | 1.4
COc1cccc(NC(=O)CNC(=O)c2ccc(F)cc2)c1 | 8 | 3 | 2.2 | -3 | -13 | 0 | 4 | 4 | 1.4
CN(Cc1ccc(-n2cccn2)cc1)Cc1nc(-c2cnccn2)no1 | -4 | 4 | -2.3 | -2 | -13 | -8 | 2 | 4 | 1.1
Cc1cc(NC(=O)CSc2ccc(-c3ccc(F)cc3)nn2)no1 | -6 | -1 | 0.2 | -1 | -10 | -18 | 5 | 1 | 0.0
CN1C(=O)/C(=C/C=C2\SCCN2C)SC1=S | -5 | 1[fluorescence artefact?] | 1.7 | -2 | -13 | -30 | 6 | 8 | 0.6
CC(=O)NC(Cc1ccccc1F)C(=O)NC1CCN(C(=O)c2cnccn2)CC1 (centres undefined) | -18 | -7 | -0.8 | 4 | -16 | 5 | 5 | -3 | -0.1
O=C(O)CCCN1C(=O)/C(=C/c2cn(-c3ccccc3)nc2-c2cccs2)SC1=S | 3 | 20 | 0.0 | 4 | -2 | -19 | 9 | 4 | 0.2
COc1ccc(NS(=O)(=O)c2cc(NC(=O)c3ccc(C)o3)ccc2N2CCCCC2)cc1 | -9 | -9 | -2.5 | 0 | -1 | -5 | 2 | 1 | -0.6
COC(=O)c1ccc(CSc2cc(C)c3cc(C)cc(C)c3n2)o1 | -14 | 1 | 0.5 | -2 | 0 | -5 | 2 | 3 | -0.5
O=C(Nc1ccc(S(=O)(=O)Nc2nccs2)cc1)c1cc(-c2ccccn2)nc2ccccc12 | 5 | -3 | 1.0 | 0 | -4 | 3 | 7 | 4 | -0.3
O=C(c1ccco1)N1CCN(S(=O)(=O)c2ccc(C3CCCCC3)cc2)CC1 | 0 | -5[fluorescence artefact?] | 2.6 | 0 | -6 | -7 | 9 | 0 | 0.7
CC(C)CCN1C(=O)c2ccc(C(=O)Nc3c[nH]c(=O)[nH]c3=O)cc2C1=O | -2 | 2 | 0.6 | -2 | -6 | -3 | 7 | -1 | 0.5
c1ccc(C2=Nn3c(Cn4nnc5ccccc54)nnc3SC2)cc1 | -16 | 0 | 1.2 | -4 | -64 | -21 | -1 | 3 | 0.7
Cc1cccc(-n2ccnc2SCC(=O)Nc2cc(C)on2)c1 | -6 | 0 | 0.1 | -3 | -18 | -17 | -1 | -3 | -0.2
Cc1csc(NC(=O)C2CCN(S(=O)(=O)c3ccc4c(c3)oc(=O)n4C)CC2)n1 | 19 | 2[fluorescence artefact?] | 1.9 | -2 | -7 | -8 | 8 | 0 | 0.2
O=C1c2c(O)cc(O)cc2O[C@H](c2ccc(O)c(O)c2)[C@@H]1O | 10 | 8 | 4.2 | -2 | 6 | . | -4 | -1 | 0.9
Cc1cc(SCC(=O)N(C)C2CCS(=O)(=O)C2)nc2c(C)cccc12 (centres undefined) | -20 | 3 | -0.3 | 7 | -4 | -9 | 16 | 3 | -0.1
CCN1CCN(C(=O)CCN2C(=O)COc3ccc(C)cc32)CC1 | -14 | 1 | 1.0 | -2 | -10 | -2 | 4 | 2 | 1.0

Screening results as filed in PubChem.
